Screening data as filed in PubChem.
Avidin fluor = compound fluoresces at 488/530 nm on avidin beads | 0.38% of 220,000 active | compound fluorescence 488/530 nm, flow cytometry; stronger effect = higher value | fluorescence (KMESF) at 10 µM | AID 1775; in the data active means fluorescence above about 47; further: inactives centre near 10
Rac1 mut GTP = modulators of GTP binding to human Rac1 activated mutant. AID 764. 0.11% of 190,000 active. P63000. GST-Rac1 activated beads, fluorescent GTP binding, flow cytometry; actives lie on both sides; 100% means binding = to untreated wells. percent activity (GTP binding), % at 10 µM;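 active means GTP binding at least 20 percentage points away from the 100% baseline, in either direction, so actives lie on both sides; inconclusive means Compound likely fluorescent itself, or too few beads counted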
Cdc42 wt = changes GTP binding to wildtype human Cdc42. 0.2% of 190,000 active. percent activity (GTP binding), % at 10 µM. AID 761. P60953. GST-Cdc42 beads, Bodipy-GTP binding, flow cytometry; actives lie on both sides;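 active means percent activity GTP binding at least 20 points away from the 100% baseline, either down as inhibitor or up as activator; inconclusive means compound flagged as likely green fluorescent from well-wide comparison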;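 further: median bead fluorescence of bound Bodipy-FL-GTP at 100 nM; 0% = excess unlabeled GTP control and 100% = no compound control; below 100% means less GTP binding so inhibitor and above means activator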
Target sequence (P60953 whole entry, looked up): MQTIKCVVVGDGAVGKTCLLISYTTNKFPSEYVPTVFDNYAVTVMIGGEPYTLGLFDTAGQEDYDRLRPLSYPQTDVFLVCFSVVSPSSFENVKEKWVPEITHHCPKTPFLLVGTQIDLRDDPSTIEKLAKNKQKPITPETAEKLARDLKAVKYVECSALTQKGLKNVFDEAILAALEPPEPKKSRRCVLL
Rac1 wt modul = human Rac1 wildtype GTP binding, inhibitors and activators; 0.27% of 190,000 active; AID 757; GTP binding activity (% of control), % at 10 µM; GST-Rac1 beads, fluorescent GTP binding, flow cytometry; actives lie on both sides; 0 = cold GTP competed, 100 = untreated; P63000;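 active means GTP binding activity at least 20 points away from the 100% control level, either lower or higher; inconclusive means compound flagged as likely green fluorescent, judged across all proteins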
HRas wt GTP bind = modulators of GTP binding to human HRas wildtype; GST-Ras wt beads, Bodipy-FL-GTP binding, flow cytometry; actives lie on both sides; GTP binding activity, % at 10 µM; 0.14% of 190,000 active;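 active means GTP binding activity at least 20% away from the 100% baseline, either lowered as inhibitor or raised as activator; inconclusive means flagged as likely green fluorescent, judged across all proteins in the well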;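 further: 0% = unlabeled GTP competition control and 100% = no-compound control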
Target sequence (P01112 whole entry, looked up): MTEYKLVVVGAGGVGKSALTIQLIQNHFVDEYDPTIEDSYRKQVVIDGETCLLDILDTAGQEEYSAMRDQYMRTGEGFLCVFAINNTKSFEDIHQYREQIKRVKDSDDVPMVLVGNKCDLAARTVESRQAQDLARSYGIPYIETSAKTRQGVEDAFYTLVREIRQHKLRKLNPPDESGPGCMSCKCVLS
Pf gametocyte = P. falciparum stage V gametocyte viability inhibition. P. falciparum stage V gametocytes, ATP luminescence, 24 h. inhibition, % at 10.9 µM. 0.065% of 150,000 active;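 active means inhibition above the mean plus 3 SD of compounds within the control limits, set per campaign, cut at about 38% in these data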;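 further: 0% = DMSO wells and 100% = medium only without gametocytes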
Mcl1 Noxa PPI = Mcl-1/Noxa interaction inhibition; Q07820; TR-FRET Mcl-1/Noxa peptide binding, 2 h; inhibition, % at 21.7 µM; 1.5% of 220,000 active; AID 1022;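 active means compounds that cut the protein-peptide binding signal by more than 50% relative to plate controls in a single-dose test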;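 further: His-tagged Mcl-1 with rhodamine Noxa BH3 peptide and terbium anti-His antibody; 0% = Mcl-1 plus Noxa peptide wells and 100% = peptide-only wells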
Target sequence (Q07820 whole entry, looked up): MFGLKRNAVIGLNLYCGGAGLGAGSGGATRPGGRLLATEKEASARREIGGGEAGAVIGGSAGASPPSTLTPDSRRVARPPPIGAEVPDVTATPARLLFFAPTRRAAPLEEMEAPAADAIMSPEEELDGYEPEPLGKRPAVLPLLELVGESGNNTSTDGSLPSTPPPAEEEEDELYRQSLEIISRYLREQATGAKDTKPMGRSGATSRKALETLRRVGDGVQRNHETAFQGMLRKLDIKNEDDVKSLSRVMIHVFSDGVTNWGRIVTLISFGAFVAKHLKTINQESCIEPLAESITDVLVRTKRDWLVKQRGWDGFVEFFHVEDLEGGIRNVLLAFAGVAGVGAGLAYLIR
Rab7 wt modul = modulators of GTP binding to dog Rab7 wildtype GTPase. GST-Rab7 beads, fluorescent GTP binding, flow cytometry; actives lie on both sides; untreated = 100%, excess cold GTP = 0%. GTP binding activity (percent of control), % at 10 µM. 0.055% of 190,000 active;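 active means fluorescent GTP binding to Rab7 beads changed by at least 20 points from the 100% baseline, either direction, mostly lower; inconclusive means compound itself probably fluorescent, or too few beads counted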;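 further: median green fluorescence of bound Bodipy-FL-GTP per Rab7 bead population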
Mcl1-Bid inh = disrupts binding of human Mcl-1 to Bid peptide | TR-FRET Mcl-1/Bid-Dy647 peptide binding, 1536-well | Q07820 | inhibition, % at 21.7 µM | 0.97% of 220,000 active;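 active means compounds that cut the binding signal by more than half at the single screening dose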;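 further: His-tagged Mcl-1 with europium anti-His antibody binding Bid BH3 peptide; 0% = Mcl-1 plus peptide wells and 100% = peptide-only wells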
Rab2 wt GTP = changes GTP binding to wildtype dog Rab2A, up or down; P61105; GST-Rab2 wt beads, Bodipy-GTP binding, flow cytometry; GTP binding activity, % at 10 µM; 0.19% of 190,000 active; AID 760;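 active means GTP binding activity at least 20 points away from 100%, either lowered or raised; inconclusive means signal likely due to the compound's own green fluorescence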;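 further: 0% = beads with excess unlabeled GTP and 100% = no-compound control corrected for plate trend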
GSH bead fluor = compound fluoresces at 488/530 nm on GSH beads; GSH beads flow cytometry, compound fluorescence 488/530 nm; stronger effect = higher value; 0.25% of 190,000 active; fluorescence (KMESF) at 10 µM; in the data active means fluorescence above about 89;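 further: glutathione beads carrying GST-tagged Bcl family fusion proteins plus one bare bead set; values are compound well signal with DMSO vehicle wells as background; inactives centre near 16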
* marks the source's active call; other numbers are inactive results. The order is random (roughly 3% active in at least one column).

`CCOC(=O)c1cnc2ccc(C(=O)OC)cc2c1Nc1ccc2c(c1)OCCO2` gave Avidin fluor 19, Rac1 mut GTP 96, Cdc42 wt 103, Rac1 wt modul 113, HRas wt GTP bind 107, Mcl1 Noxa PPI 2, Rab7 wt modul 103, Mcl1-Bid inh -3, Rab2 wt GTP 96 and GSH bead fluor 10.
For COc1ccc(-n2c(Cn3c(=O)sc4ccccc43)nnc2SCC(N)=O)cc1 the results were Avidin fluor 4, Rac1 mut GTP 96, Cdc42 wt 93, Rac1 wt modul 94, HRas wt GTP bind 95, Mcl1 Noxa PPI 24, Rab7 wt modul 97, Mcl1-Bid inh -10, Rab2 wt GTP 95 and GSH bead fluor 14.
CCCCCCNC(=O)c1cccc(-c2ccc(C)c3ccccc23)n1 was read as Avidin fluor 7, Rac1 mut GTP 99, Cdc42 wt 101, Rac1 wt modul 103, HRas wt GTP bind 100, Pf gametocyte -12, Mcl1 Noxa PPI 4, Rab7 wt modul 99, Mcl1-Bid inh 6, Rab2 wt GTP 100 and GSH bead fluor 18.
Cc1ccc(C(=O)NC(=S)Nc2ccc(-c3cc4ccccc4oc3=O)cc2)c(C)c1 was read as Rac1 mut GTP 96, Cdc42 wt 96, Rac1 wt modul 97, HRas wt GTP bind 95, Mcl1 Noxa PPI -15, Rab7 wt modul 96, Mcl1-Bid inh 0, Rab2 wt GTP 94 and GSH bead fluor 20.
For COc1ccc(CCn2nnnc2C(c2ccc(C)cc2)N2CCN(C)CC2)cc1OC (stereo not given) the results were Avidin fluor 3, Rac1 mut GTP 94, Cdc42 wt 97, Rac1 wt modul 95, HRas wt GTP bind 96, Pf gametocyte -4, Mcl1 Noxa PPI 16, Rab7 wt modul 95, Mcl1-Bid inh -12, Rab2 wt GTP 95 and GSH bead fluor 49.
For CC(C)n1nnnc1SCC(=O)NNC(=O)C1CCCCC1 the results were Avidin fluor 23, Rac1 mut GTP 98, Cdc42 wt 99, Rac1 wt modul 101, HRas wt GTP bind 99, Pf gametocyte -9, Mcl1 Noxa PPI 0, Rab7 wt modul 100, Mcl1-Bid inh -29, Rab2 wt GTP 99 and GSH bead fluor 54.
Screening CCOC(=O)C1CCCN(c2ncnc3c2cnn3-c2cccc(C)c2)C1 (stereo not given) returned Avidin fluor 11, Rac1 mut GTP 101, Cdc42 wt 100, Rac1 wt modul 106, HRas wt GTP bind 102, Pf gametocyte -22, Mcl1 Noxa PPI 3, Rab7 wt modul 103, Mcl1-Bid inh -9, Rab2 wt GTP 103 and GSH bead fluor 21.
For O=C(CSc1nc(C2CCCCC2)n(-c2ccccc2)n1)NCCN1C(=O)CSC1=O the results were Avidin fluor 5, Rac1 mut GTP 96, Cdc42 wt 103, Rac1 wt modul 100, HRas wt GTP bind 98, Mcl1 Noxa PPI 4, Rab7 wt modul 102, Mcl1-Bid inh -26, Rab2 wt GTP 98 and GSH bead fluor 31.
O=C(CCc1ccccc1)NN1C(=O)C2C3C=CC(O3)C2C1=O (stereo not given) was read as Avidin fluor 18, Rac1 mut GTP 94, Cdc42 wt 95, Rac1 wt modul 95, HRas wt GTP bind 92, Pf gametocyte -8, Mcl1 Noxa PPI -3, Rab7 wt modul 91, Mcl1-Bid inh -24, Rab2 wt GTP 93 and GSH bead fluor 11.
For O=C(O)c1oc2ccccc2c1CN1CCN(c2ccccc2)CC1 the results were Avidin fluor 8, Rac1 mut GTP 100, Cdc42 wt 101, Rac1 wt modul 102, HRas wt GTP bind 103, Mcl1 Noxa PPI 0, Rab7 wt modul 99, Mcl1-Bid inh -22, Rab2 wt GTP 100 and GSH bead fluor 49.
Screening CCOc1ccc(/C=N/OCC(=O)NCc2cccs2)cc1 returned Avidin fluor 10, Rac1 mut GTP 100, Cdc42 wt 99, Rac1 wt modul 101, HRas wt GTP bind 100, Pf gametocyte 1, Mcl1 Noxa PPI 1, Rab7 wt modul 96, Mcl1-Bid inh -5, Rab2 wt GTP 97 and GSH bead fluor 18.
CC(C)CNC(=S)NC(=O)c1ccc(Cl)cc1Cl was read as Avidin fluor 13, Rac1 mut GTP 101, Cdc42 wt 103, Rac1 wt modul 103, HRas wt GTP bind 100, Pf gametocyte 12, Mcl1 Noxa PPI 9, Rab7 wt modul 99, Mcl1-Bid inh -18, Rab2 wt GTP 103 and GSH bead fluor 13.
For COc1ccc(NC(=O)COC(=O)[C@@H](NC(=O)c2c(F)cccc2F)C(C)C)cc1 the results were Avidin fluor 12, Rac1 mut GTP 95, Cdc42 wt 96, Rac1 wt modul 96, HRas wt GTP bind 96, Pf gametocyte -2, Mcl1 Noxa PPI -1, Rab7 wt modul 104, Mcl1-Bid inh -4, Rab2 wt GTP 101 and GSH bead fluor 13.
Screening O=C(Cc1ccc(Br)cc1)N(Cc1ccccc1)c1ccccn1 returned Avidin fluor 59*, Rac1 mut GTP 97, Cdc42 wt 101, Rac1 wt modul 101, HRas wt GTP bind 99, Pf gametocyte 4, Mcl1 Noxa PPI 23, Rab7 wt modul 102, Mcl1-Bid inh -19, Rab2 wt GTP 101 and GSH bead fluor 27.
Screening CCOc1ccccc1-n1c(SCC(N)=O)nnc1-c1ccco1 returned Avidin fluor 14, Rac1 mut GTP 100, Cdc42 wt 103, Rac1 wt modul 100, HRas wt GTP bind 102, Mcl1 Noxa PPI 7, Rab7 wt modul 94, Mcl1-Bid inh -23, Rab2 wt GTP 101 and GSH bead fluor 24.
`CCOc1ccc(C(=O)Cc2cc(OC)c(OC)cc2[N+](=O)[O-])cc1` gave Avidin fluor 7, Rac1 mut GTP inconclusive, Cdc42 wt inconclusive, Rac1 wt modul inconclusive, HRas wt GTP bind inconclusive, Pf gametocyte 5, Mcl1 Noxa PPI 10, Rab7 wt modul inconclusive, Mcl1-Bid inh -1, Rab2 wt GTP inconclusive and GSH bead fluor 4.
For CCCCNS(=O)(=O)c1ccc2nc(-c3cccnc3)cc(C(=O)NC(C)CC)c2c1 (stereo not given) the results were Avidin fluor 5, Rac1 mut GTP 100, Cdc42 wt 105, Rac1 wt modul 107, HRas wt GTP bind 102, Mcl1 Noxa PPI -2, Rab7 wt modul 102, Mcl1-Bid inh -2, Rab2 wt GTP 102 and GSH bead fluor 17.
`COc1ccccc1CCc1nnc(CCC(=O)NC(C)Cc2cccnc2)o1` (stereo not given) gave Avidin fluor 11, Rac1 mut GTP 94, Cdc42 wt 95, Rac1 wt modul 95, HRas wt GTP bind 94, Pf gametocyte 5, Mcl1 Noxa PPI 9, Rab7 wt modul 94, Mcl1-Bid inh 83*, Rab2 wt GTP 97 and GSH bead fluor 16.
Screening Cc1cc(Sc2nc(NC(C)(C)C)nc(N3CCOCC3)n2)nc(Cl)n1 returned Avidin fluor 15, Rac1 mut GTP 101, Cdc42 wt 101, Rac1 wt modul 104, HRas wt GTP bind 99, Pf gametocyte -7, Mcl1 Noxa PPI 14, Rab7 wt modul 95, Mcl1-Bid inh -24, Rab2 wt GTP 99 and GSH bead fluor 10.
For NS(=O)(=O)c1ccc(Nc2nc(-c3ccccc3)cs2)cc1 the results were Avidin fluor 10, Rac1 mut GTP 93, Cdc42 wt 91, Rac1 wt modul 91, HRas wt GTP bind 97, Mcl1 Noxa PPI 26, Rab7 wt modul 95, Mcl1-Bid inh -48, Rab2 wt GTP 96 and GSH bead fluor 53.
For CNC(=O)c1ccccc1NC(=O)c1c(O)c2c([nH]c1=O)CCCC2 the results were Avidin fluor 7, Rac1 mut GTP 97, Cdc42 wt 99, Rac1 wt modul 100, HRas wt GTP bind 99, Pf gametocyte 19, Mcl1 Noxa PPI -4, Rab7 wt modul 100, Mcl1-Bid inh -15, Rab2 wt GTP 97 and GSH bead fluor 51.
`Cc1nc2c([N+](=O)[O-])c(C)c(C)cc2[nH]1` gave Avidin fluor 10, Rac1 mut GTP 103, Cdc42 wt 99, Rac1 wt modul 106, HRas wt GTP bind 99, Pf gametocyte 3, Mcl1 Noxa PPI 8, Rab7 wt modul 103, Mcl1-Bid inh -5, Rab2 wt GTP 97 and GSH bead fluor 16.
Screening COc1ccc(NC(=O)C2=C(C)NC(=S)NC2c2ccc(O)c(OC)c2)cc1 (stereo not given) returned Avidin fluor 11, Rac1 mut GTP 97, Cdc42 wt 99, Rac1 wt modul 99, HRas wt GTP bind 100, Pf gametocyte -8, Mcl1 Noxa PPI 15, Rab7 wt modul 106, Mcl1-Bid inh -27, Rab2 wt GTP 98 and GSH bead fluor 56.
`C/C(Cl)=C\Cn1c(N2CCCC2)nc2c1c(=O)[nH]c(=O)n2C` gave Avidin fluor 15, Rac1 mut GTP 100, Cdc42 wt 101, Rac1 wt modul 104, HRas wt GTP bind 102, Mcl1 Noxa PPI 15, Rab7 wt modul 102, Mcl1-Bid inh -76, Rab2 wt GTP 101 and GSH bead fluor 8.
CCN(Cc1ccncc1)C(=O)c1cccs1 was read as Avidin fluor 17, Rac1 mut GTP 97, Cdc42 wt 99, Rac1 wt modul 101, HRas wt GTP bind 98, Pf gametocyte 11, Mcl1 Noxa PPI -6, Rab7 wt modul 97, Mcl1-Bid inh -24, Rab2 wt GTP 97 and GSH bead fluor 9.
O=c1oc2c(CN3CCCCC3)c(O)ccc2c2c1CCCC2 was read as Avidin fluor 16, Rac1 mut GTP 98, Cdc42 wt 102, Rac1 wt modul 101, HRas wt GTP bind 101, Mcl1 Noxa PPI 5, Rab7 wt modul 102, Mcl1-Bid inh 11, Rab2 wt GTP 99 and GSH bead fluor 26.
Cc1ccc(C(=O)NNC(=S)Nc2cccc(Cl)c2Cl)cc1[N+](=O)[O-] was read as Avidin fluor 11, Rac1 mut GTP 99, Cdc42 wt 100, Rac1 wt modul 99, HRas wt GTP bind 100, Mcl1 Noxa PPI -55, Rab7 wt modul 100, Mcl1-Bid inh -61, Rab2 wt GTP 100 and GSH bead fluor 28.
For Cn1nc(C(=O)NCCOc2ccccc2)c2ccccc2c1=O the results were Avidin fluor 4, Rac1 mut GTP 93, Cdc42 wt 99, Rac1 wt modul 100, HRas wt GTP bind 102, Pf gametocyte -25, Mcl1 Noxa PPI -3, Rab7 wt modul 102, Mcl1-Bid inh -17, Rab2 wt GTP 101 and GSH bead fluor 11.
Cc1ccc2nc(N(CCCN(C)C)C(=O)COc3ccc(Cl)cc3)sc2c1 was read as Avidin fluor 11, Rac1 mut GTP 95, Cdc42 wt 102, Rac1 wt modul 98, HRas wt GTP bind 99, Pf gametocyte 27, Mcl1 Noxa PPI 21, Rab7 wt modul 95, Mcl1-Bid inh -22, Rab2 wt GTP 95 and GSH bead fluor 24.
